Assay outcomes: PubChem BioAssay, National Center for Advancing Translational Sciences (NCATS)
WRN helicase inh – WRN helicase (human) inhibition. Q14191. WRN helicase unwinding, fluorescent forked duplex, kinetic. Potency, µM (highest dose often 114 µM), inactives show at the highest dose activity change, negative = inhibition, hits mostly inhibitors. actives 0.46% (n = 360,000); note: potency is the fitted concentration of half-maximal effect; % is set by controls: 0 for no effect and ±100 for the full control effect; nearly all actives have a fitted effect of over 55% in size
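Fluorescence dequenching readout, ex 525 nm/em 598 nm, kinetic mode: forked duplex DNA (100 nM final) with adjacent fluorophore and quencher unwound by WRN (20 nM final) with 2 mM ATP. Compound preincubation 15 min, room temperature.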
PLK1 PBD block – inhibitors of human PLK1 polo-box domain binding | P53350 | Plk1 PBD binding of FITC phosphopeptide, fluorescence polarization | Potency, µM, for inactives: max response, negative = inhibition, hits mostly inhibitors | actives 2.8% (n = 360,000); note: potency is the fitted concentration of half-maximal effect; series mostly up to about 57 µM; % is set by controls: 0 for no effect and ±100 for the full control effect; nearly all actives have a fitted effect of over 65% in size
Target sequence (P53350 whole entry, looked up, the tested form may be a part): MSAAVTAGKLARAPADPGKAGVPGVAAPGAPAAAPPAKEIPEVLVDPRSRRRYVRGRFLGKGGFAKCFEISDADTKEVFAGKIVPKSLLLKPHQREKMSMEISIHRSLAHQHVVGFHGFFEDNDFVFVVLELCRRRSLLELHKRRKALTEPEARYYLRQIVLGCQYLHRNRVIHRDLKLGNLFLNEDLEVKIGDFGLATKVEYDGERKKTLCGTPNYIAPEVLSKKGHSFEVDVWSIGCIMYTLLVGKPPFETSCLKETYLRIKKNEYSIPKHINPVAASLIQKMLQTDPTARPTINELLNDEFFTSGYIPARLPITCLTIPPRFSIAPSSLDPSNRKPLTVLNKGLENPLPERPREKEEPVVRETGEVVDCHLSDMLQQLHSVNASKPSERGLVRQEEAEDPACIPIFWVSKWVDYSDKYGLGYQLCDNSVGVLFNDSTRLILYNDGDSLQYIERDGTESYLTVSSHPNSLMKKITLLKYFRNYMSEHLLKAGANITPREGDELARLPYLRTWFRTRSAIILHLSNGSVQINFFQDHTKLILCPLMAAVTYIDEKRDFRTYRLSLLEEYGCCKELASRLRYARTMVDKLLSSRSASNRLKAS
EPAC1 ag – EPAC1 (human) agonism. O95398. EPAC1 agonist qHTS, biochemical assay; response scale: 100% = response to 6.5 mM cAMP. Potency, µM (top dose mostly 154 µM), for inactives: at the highest dose activation, actives largely listed as activators. actives 0.073% (n = 360,000). AID 720707; note: potency is the fitted concentration of half-maximal effect; nearly all actives have a fitted effect of over 60% in size
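Multi-concentration qHTS readout: loss of Rap1B-bound BODIPY-GDP fluorescence driven by 100 nM EPAC1 with excess GDP (50 uM), monitored kinetically at room temperature; agonist response expressed relative to 6.5 mM cAMP.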
EPAC1 antagonist – EPAC1 (human) antagonism. AID 720709. actives 0.14% (n = 360,000). O95398. Potency, µM (highest dose often 115 µM), without a hit: at the highest dose activity change, negative = inhibition, usual class: inhibitors. EPAC1 GEF assay, Rap1b-BODIPY-GDP exchange fluorescence;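 note: potency is the fitted concentration of half-maximal effect; plate controls were vehicle for no effect and positive control for full effect; nearly all actives have a fitted effect of over 50% in size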
EPAC2 antag – antagonists of human EPAC2. EPAC2 GEF exchange of Rap1B-BODIPY-GDP, fluorescence. actives 0.18% (n = 360,000). AID 720708. Q8WZA2. Potency, µM (doses to about 114 µM), for the others: at the top dose activity, negative = inhibition, usual class: inhibitors; note: potency is the fitted concentration of half-maximal effect; % is set by controls: 0 for no effect and ±100 for the full control effect; nearly all actives have a fitted effect of over 45% in size; many of its hits are not listed in these tables
PI5P4Ka inh – PI5P4K alpha (human) kinase inhibition; PI5P4Kalpha enzyme, ADP-Glo luminescence, 60 min; hits give low values; max response, %; actives 1.2% (n = 330,000); AID 652105; active = max response of -50% or lower; inconclusive = between -30% and -50%; inactive = -30% or higher; note: value at the top dose of about 77 µM; % is set by controls: 0 for no effect and ±100 for the full control effect
Target sequence (P48426 whole entry, looked up): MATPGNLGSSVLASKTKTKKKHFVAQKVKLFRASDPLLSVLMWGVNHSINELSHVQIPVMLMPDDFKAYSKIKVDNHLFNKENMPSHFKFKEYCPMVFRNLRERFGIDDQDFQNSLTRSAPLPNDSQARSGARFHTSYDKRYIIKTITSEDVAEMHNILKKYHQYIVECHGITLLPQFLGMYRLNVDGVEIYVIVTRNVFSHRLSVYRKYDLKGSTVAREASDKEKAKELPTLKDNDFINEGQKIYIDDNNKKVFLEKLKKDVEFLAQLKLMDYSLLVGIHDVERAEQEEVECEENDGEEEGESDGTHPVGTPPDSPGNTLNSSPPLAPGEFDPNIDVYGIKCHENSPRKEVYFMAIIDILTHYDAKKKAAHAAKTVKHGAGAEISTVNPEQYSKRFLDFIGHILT
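ADP-Glo luminescence end-point after a 60 min room-temperature kinase reaction. PI5P4Kalpha and substrate in HEPES pH 7.4 buffer with EGTA, 0.1% CHAPS and 5% DMSO; ATP at 5 microM final.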
Mm-Cpn inhibitor – inhibitors of Methanococcus maripaludis chaperonin (MmCpn); purified Mm-Cpn ATPase, ADP Transcreener TR-FRET; Potency, µM (titrated, usually from 76.9 µM), for the others: at the highest dose activity, negative = inhibition, actives largely listed as inhibitors; actives 0.031% (n = 330,000); note: potency is the fitted concentration of half-maximal effect; % is set by controls: 0 for no effect and ±100 for the full control effect; nearly all actives have a fitted effect of over 80% in size
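Eu-cryptate anti-ADP/ADP-d2 competition gives a ratio inversely related to ADP. Enzyme at 25 nM was pre-exposed to compound for 10 min, then given 10 uM ATP for 30 min, 37°C throughout.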
CCT chaperon mod – modulators of cytosolic chaperonin (CCT/TRiC) activity | purified chaperonin ATPase assay, HTRF ADP detection, 30 min | activity change, % (test concentration not listed), hits read low | actives 0.3% (n = 360,000) | AID 651819; in the data active = activity change below about -30%; note: % is set by controls: 0 for no effect and ±100 for the full control effect
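Enzyme 40 or 20 nM (batch-dependent) in Tris pH 7.4/KCl/MgCl2/DTT; cpd 76 uM single point; ATP 10 uM; 30 min 37 °C; Transcreener ADP HTRF detection, 30 min RT; ratio 665/615.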
Active calls of the source: *; u = inconclusive; x = not tested or not shown; [ ] = dose if it differs, or a comment. Unless noted, calls come from the whole dose curve; as a rule, active = well fitted curve in the direction sought with a large enough effect; inconclusive = small, poorly fitted or top-dose-only effect, or another doubt; inactive = no such curve, though single readings can be large; an effect the other way counts as inactive or inconclusive. Some of the compounds tested, so the mix of outcomes need not match the whole.

SMILES | WRN helicase inh | PLK1 PBD block | EPAC1 ag | EPAC1 antagonist | EPAC2 antag | PI5P4Ka inh | Mm-Cpn inhibitor | CCT chaperon mod
CCN(CC)CCCN=C(C)c1c(O)n(-c2ccc(C)cc2)c(=O)[nH]c1=O | -8% | -5% | 1% | -8% | -10% | x | -1% | -2.0
CCCNC(=O)N1CCC2(CC1)OCCO2 | -1% | -18% | -1% | -3% | -4% | 0 | -9% | -6.3
COc1ccccc1N1CCN(Cc2ccccc2)CC1 | 11% | 4% | -2% | -16% | 4% | 2 | -1% | -3.9
CN(C)c1ccc(/C=C2\C(=O)NC(=O)N(CCc3ccc(F)cc3)C2=O)cc1 | u | 1.1µM* | 2% | u | 23% | -82* | -3% | -0.9
N#CC(C#N)=Cc1ccc(O)c(O)c1 | -4% | -6% | -15% | 4% | -16% | -12 | -1% | -3.8
CC1CC(OP(O)(=S)c2ccc(N(C)C)cc2NC(=O)c2cccs2)CC(C)(C)C1 (centres undefined) | 5% | 6µM* | -12% | -1% | -19% | -18 | -1% | -0.1
O=C(CCCc1ccccc1)NCCc1cnc[nH]1 | 7% | -11% | 9% | -17% | 8% | 3 | 0% | -0.9
CC[C@@H]1c2ccccc2[C@@H]2CC[C@H]1N2c1ccccc1 | 1% | 7% | -1% | 2% | u | 24 | x | x
O=C(NCc1cccnc1)Nc1ccccc1Cl | -1% | -5% | 3% | -1% | -7% | 6 | 1% | 3.7
Nc1ccccc1C(=O)OCCc1ccccc1 | 0% | 2% | 2% | -5% | u | 24 | 1% | -3.2
COC(=O)COc1ccc(C(c2c(C)[nH][nH]c2=O)c2c(C)[nH][nH]c2=O)cc1 | 11% | u | -6% | -6% | u | 0 | 2% | 1.2
Cc1ccc(C(C)C)c(OCC(=O)N2CCN(Cc3nc4cc([N+](=O)[O-])ccc4n3C)CC2)c1 | 4% | 5% | -14% | 7% | 14% | 3 | -1% | 0.3
C/C=C1\CN2[C@H]3C[C@@]45c6ccccc6N(C)[C@H]4[C@@H]2CC1C3[C@H]5O (some centres undefined) | -3% | -1% | 10% | 4% | -5% | -1 | x | -0.6
Cc1ccc(Cn2nc(C(=O)Nc3ccc(Br)cc3)cc2C)cc1 | 2% | -2% | 10% | -2% | -17% | 16 | -1% | 1.4
Oc1c(Br)cc(-c2ccccc2)cc1Br | -7% | u | 2% | u | u | -27 | x | -1.1
Cc1cccc(N2C(=O)CC(=O)NC2=O)c1 | -11% | -5% | 2% | 10% | 3% | -1 | 2% | 0.8
CC1([N+](=O)[O-])COP(=O)(Nc2ccc(Cl)cc2)OC1 (centres undefined) | 3% | -3% | -8% | -4% | 3% | 20 | x | -0.1
COc1cccc(OP(=O)(Nc2ccccc2)Oc2cccc(OC)c2)c1 | -7% | -5% | 8% | -1% | -25% | 13 | 3% | -0.9
NCCc1ccc(S(N)(=O)=O)cc1 | 3% | -8% | 13% | 23% | 5% | -2 | -6% | -0.9
CN1CCN(c2ncnc3c2cnn3C)CC1 | 0% | 0% | -2% | 2% | 3% | 2 | -1% | 0.4
O=S(=O)(c1ccc(Cl)cc1)N1CCC(n2cnc3cc(C(F)(F)F)ccc32)CC1 | 1% | -7% | 4% | u | -18% | -2 | x | -2.3
O=C1CC(N2CC=C(c3ccc(F)cc3)CC2)C(=O)N1c1ccc(F)cc1 (centres undefined) | -14% | -5% | 6% | -8% | -2% | -3 | -1% | 1.6
CC(=CCOc1ccc2ccc(=O)oc2c1)C1=CC(=O)C(C)(C)O1 | -14% | -2% | -10% | 7% | 50%[activator] | 5 | x | -1.3
COc1ccc(N2C(=O)NC(=O)/C(=C\c3ccc([N+](=O)[O-])s3)C2=O)cc1 | 25µM* | 2.7µM* | -5% | u | -4% | -63* | -5% | -7.0
COC(=O)C1=C(c2ccc3ccccc3c2)C[C@@H]2CC[C@H]1N2C(=O)N1CCCC1 | 5% | -6% | 3% | 4% | -10% | -2 | -1% | -2.4
SMILES | WRN helicase inh | PLK1 PBD block | EPAC1 ag | EPAC1 antagonist | EPAC2 antag | PI5P4Ka inh | Mm-Cpn inhibitor | CCT chaperon mod
N#CC(C#N)=Cc1ccc(N2CCOCC2)cc1 | -1% | -8% | -1% | -6% | 6% | 2 | 0% | -1.4
CCCCn1c(O)c(C=NCc2ccc3c(c2)OCO3)c(=O)[nH]c1=O | -3% | -1% | -7% | -5% | -4% | -3 | 0% | -0.5
O=c1[nH]c(=O)n(Cc2ccco2)c(O)c1C=NC1CC1 | -16% | -8% | -2% | -11% | -3% | 1 | -1% | -1.1
COc1ccc(C(=O)NC(=S)N2C[C@H]3C[C@H](C2)c2cccc(=O)n2C3)cc1 | -7% | -27% | 16% | -1% | -10% | 4 | -1% | -0.2
CNC(=O)O/N=C(\C)Cc1nnn(-c2cc(C)on2)n1 | -17% | -7% | 1% | 2% | 2% | 3 | 0% | 1.4
O=[N+]([O-])c1cc(Cl)c(Cl)cc1Cl | 7% | -16% | -15% | -1% | -6% | 12 | -1% | -1.9
CN(C)C1(c2nnnn2-c2ccc(Cl)cc2)CCCCC1 | -18% | -9% | 8% | -8% | -21% | 1 | 1% | 1.3
CC(C(=O)Nc1ccc(Cl)cc1Cl)N1CC=C(c2ccccc2)CC1 (centres undefined) | -4% | -15% | 16% | 6% | -3% | 27 | -4% | -0.7
COC(=O)c1ccc(C(=O)OC)c(NC(=O)Oc2ccccc2)c1 | -13%[57.1 µM] | u | -8% | 0% | 6% | 9 | -4% | -4.8
Cc1noc(C)c1COc1ccc(C(=O)NCC2(N(C)C)CCCCC2)cc1 | 5% | -10% | 8% | -2% | -4% | -9 | x | 0.2
Cc1cc(=O)n(-c2ccccc2)n1-c1ccccc1 | -1% | -1% | 3% | 7% | 2% | 0 | 0% | -0.4
O=P1(Nc2ccc(F)cc2)COc2ccccc2OC1 | -4% | -7% | 3% | 2% | 0% | -4 | -10% | -2.8
CCOc1ccccc1OCC(=O)Nc1ccc(Cl)cc1C(=O)c1ccccc1 | u | -7% | 7% | 6% | 12% | 10 | 0% | 0.8
Cc1cccc(C)c1-n1nnnc1C(c1cccc2ccccc12)N1CCC(n2c(=O)[nH]c3ccccc32)CC1 (centres undefined) | 0% | -11% | 4% | 8% | -11% | -3 | x | -1.1
CCOC(=O)C1=C(NC(=S)NC(=O)c2ccccc2)c2ccccc2CC12CCCC2 | -25%[57.1 µM] | -13% | 2% | -21% | -20% | -2 | -2% | 2.0
COC(=O)C1=Nc2ccccc2/C1=C\c1c(O)n(C)c(=O)n(C)c1=O | -6% | 4.7µM* | 5% | -8% | 0% | -70* | 0% | -2.3
CC12C=CC(=O)C=C1CCC1C2C(O)CC2(C)C1CCC2(C)O (centres undefined) | -10% | -6% | 3% | 5% | 6% | 1 | x | -1.0
CCOC(=O)C(O)(c1ccc(N=Cc2ccccc2O)c(C)c1)C(F)(F)F (centres undefined) | 5% | -2% | 7% | -1% | -5% | 0 | 0% | -5.9
O=c1c2ccccc2nc(CSc2ncnc3nc[nH]c23)n1-c1ccccc1 | -4% | -7% | 11% | -10% | -12% | x | -12% | -1.7
Cc1ccc(N=Nc2c(O)[nH]c(=O)[nH]c2=O)cc1S(=O)(=O)Nc1ccc(Br)cc1 | -32% | -8% | x | 4% | 16% | -29 | 0% | -0.6
COC(=O)c1ccc(CC(C(=O)c2ccccc2)N(C)C)cc1 (centres undefined) | -21% | -11% | 4% | -15% | -6% | 0 | -4% | 1.2
CCN(CC)CCCN=C(C)c1c(O)n(-c2ccccc2)c(=O)[nH]c1=O | 9% | -3% | -2% | 4% | 15% | x | 1% | -1.2
Cc1ccc2nc(N3CCC(C(=O)N4CCC5(CC4)OCCO5)CC3)sc2c1 | 0% | -2% | -7% | -7% | -3% | 3 | 0% | 1.9
O=C1C2C3CCC(O3)C2C(=O)N1CCO (centres undefined) | 3% | -3% | 5% | 25% | 0% | 0 | 1% | -0.8
O=C1C2CCN(CC2)C1(CO)CO | 0% | -3% | 12% | -25% | -3% | 3 | x | 2.8
SMILES | WRN helicase inh | PLK1 PBD block | EPAC1 ag | EPAC1 antagonist | EPAC2 antag | PI5P4Ka inh | Mm-Cpn inhibitor | CCT chaperon mod
Oc1cc2c(cc1CN1CCN(c3ccccc3F)CC1)OCO2 | -7%[57.1 µM] | -28% | 10% | -17% | -18% | -7 | 0% | -1.7
CC(COc1ccccc1)N(CCCl)Cc1ccccc1 (centres undefined) | 4% | -27% | x | 0% | 1% | -6 | -1% | -3.5
CCOP(=O)(CCP(=O)(OCC)OCC)OCC.C[CH2][Sn]([Cl])([Cl])[CH2]C | -12% | 8.4µM* | -8% | -19% | 0% | -1 | x | -4.0
COc1cc(CN=C(C)c2c(O)n(C)c(=O)n(C)c2=O)cc(OC)c1 | 1% | -2% | 1% | 7% | -1% | -8 | 0% | 1.6
C[N+]1(C)C2CC[C@H]1CC(OC(=O)C(CO)c1ccccc1)C2 (some centres undefined) | -3% | -1% | x | 13% | 0% | 1 | 1% | -3.4
CSCCC(c1nnnn1C1CCCC1)N1CCC(n2c(=O)[nH]c3ccccc32)CC1 (centres undefined) | -11% | 4% | -8% | -18% | -11% | -2 | x | 0.0
O=C(CCCOc1ccc(Cl)cc1Cl)N1CCC2(CC1)OCCO2 | -5% | -22% | 4% | 1% | 14% | x | 2% | -0.7
CC1C=CCCC12C(=O)NC(=O)NC2=O (centres undefined) | -1% | -1% | -11% | 4% | 6% | -11 | x | -0.6
N=C1c2ccccc2CN1NC(=O)c1ccc(Br)o1 | -1% | 4% | -5% | -23% | 2% | 0 | 1% | -2.1
C#C[C@]1(O)CCC2C3C(CC[C@@]21C)[C@@]1(C)CC[C@@H](O)CC1=C[C@H]3O (some centres undefined) | -5% | 2% | -6% | -5% | 8% | 0 | 3% | -1.5
CC(N)Cc1c[nH]c2c1ccc1ccccc12 (centres undefined) | 2% | -11% | 14% | 9% | 12% | -3 | 2% | 2.8
COc1ccc(-n2c(O)c(C=NCCN(C)C)c(=O)[nH]c2=O)cc1 | -7% | 1% | -6% | 12% | 16% | -3 | -1% | 2.7

Record cards, as listed above. Screens in order: WRN helicase inh | PLK1 PBD block | EPAC1 ag | EPAC1 antagonist | EPAC2 antag | PI5P4Ka inh | Mm-Cpn inhibitor | CCT chaperon mod
`COc1cc(CN=C(C)c2c(O)n(C)c(=O)n(C)c2=O)cc(OC)c1` is listed with 1% | -2% | 1% | 7% | -1% | -8 | 0% | 1.6
`C[N+]1(C)C2CC[C@H]1CC(OC(=O)C(CO)c1ccccc1)C2` (some centres undefined) is listed with -3% | -1% | x | 13% | 0% | 1 | 1% | -3.4
`CCOP(=O)(CCP(=O)(OCC)OCC)OCC.C[CH2][Sn]([Cl])([Cl])[CH2]C` is listed with -12% | 8.4µM* | -8% | -19% | 0% | -1 | x | -4.0
